# TNAP inh noacc: blocks human TNAP activity with no phosphate acceptor present; actives 0.26% (n = 200,000); inhibition, % at 20 µM; AID 1012; P05186; purified TNAP, CDP-star luminescence, 30 min;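 active = tissue-nonspecific alkaline phosphatase inhibition above about 50% at 20 µM in the single-dose screen, limit read from the data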;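 also: 0% = DMSO negative control and 100% = EDTA positive control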
# Target sequence (P05186 whole entry, looked up): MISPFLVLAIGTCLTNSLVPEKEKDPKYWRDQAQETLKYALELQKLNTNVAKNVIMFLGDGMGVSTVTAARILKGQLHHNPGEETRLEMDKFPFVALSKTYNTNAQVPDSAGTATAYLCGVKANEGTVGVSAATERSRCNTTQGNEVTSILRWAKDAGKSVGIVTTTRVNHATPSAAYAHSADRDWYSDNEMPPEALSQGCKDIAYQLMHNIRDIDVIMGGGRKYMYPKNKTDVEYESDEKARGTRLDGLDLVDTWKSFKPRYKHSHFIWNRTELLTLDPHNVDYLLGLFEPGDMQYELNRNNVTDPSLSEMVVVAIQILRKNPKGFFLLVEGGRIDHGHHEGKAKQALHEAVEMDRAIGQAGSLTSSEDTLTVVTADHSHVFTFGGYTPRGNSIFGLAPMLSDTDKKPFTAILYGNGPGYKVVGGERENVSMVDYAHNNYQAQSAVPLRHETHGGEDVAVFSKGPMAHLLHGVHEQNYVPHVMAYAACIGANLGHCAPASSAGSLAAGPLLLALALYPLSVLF
# Diaphorase inh: inhibits diaphorase or chemically oxidizes, flagging diaphorase assay artifacts. diaphorase resazurin-to-resorufin fluorescence, NADH, 16 min; bacterial (C. kluyveri) enzyme, not human. AID 1217. inhibition, % at 20 µM. actives 0.69% (n = 190,000);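 active = primary screen inhibition at 20 µM above a set limit, cut at about 50% in these data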;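 also: plate controls were DMSO with full reaction for no effect and wells lacking NADH for full effect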
#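 System: Diaphorase enzyme from Clostridium kluyveri | Amount: Enzyme working solution with 0.14 U/mL diaphorase | Benchmarks: No-NADH positive control and DMSO neutral control | Signal: Fluorescence of resorufin formed from resazurin, Ex 544/Em 590 nm | Schedule: 16-min room-temperature incubation before reading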
# TNAP inh hiacc: TNAP (human) inhibition, high acceptor; purified TNAP, CDP-star luminescence, 1 M DEA; actives 0.03% (n = 200,000); P05186; inhibition, % at 20 µM;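 active = over 50% inhibition of tissue-nonspecific alkaline phosphatase at 20 µM in the single-dose screen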;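 also: plate controls were DMSO wells for no effect and EDTA-quenched wells as full inhibition for full effect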
# bIAP inhibitor: intestinal alkaline phosphatase (bovine) inhibition. 190,000 tested, under 10 active. inhibition, % at 20 µM. purified bovine IAP, CDP-star luminescence, 30 min;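 active = over 50% inhibition of intestinal alkaline phosphatase at 20 µM in the single-dose screen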
#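 Incubation: 30 min reaction at room temperature / Material: purified bovine intestinal alkaline phosphatase (IAP) enzyme / Input: enzyme at 1/65,000,000 dilution / Dosing: 20 µM single dose / Signal: CDP-star luminescence signal / Reagent: CDP-star chemiluminescent phosphatase substrate, 30 µM final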
# PMI act hi M6P: activators of human phosphomannose isomerase at near-saturating mannose 6-phosphate; P34949; coupled PMI enzyme assay, resazurin fluorescence, 20 min; stronger effect = higher value; 1 = untreated enzyme, 0 = substrate-free blank; activation factor at 20 µM; actives 0.34% (n = 190,000);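 active = activation factor of 2 or more at 20 µM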
# Target sequence (P34949 whole entry, looked up): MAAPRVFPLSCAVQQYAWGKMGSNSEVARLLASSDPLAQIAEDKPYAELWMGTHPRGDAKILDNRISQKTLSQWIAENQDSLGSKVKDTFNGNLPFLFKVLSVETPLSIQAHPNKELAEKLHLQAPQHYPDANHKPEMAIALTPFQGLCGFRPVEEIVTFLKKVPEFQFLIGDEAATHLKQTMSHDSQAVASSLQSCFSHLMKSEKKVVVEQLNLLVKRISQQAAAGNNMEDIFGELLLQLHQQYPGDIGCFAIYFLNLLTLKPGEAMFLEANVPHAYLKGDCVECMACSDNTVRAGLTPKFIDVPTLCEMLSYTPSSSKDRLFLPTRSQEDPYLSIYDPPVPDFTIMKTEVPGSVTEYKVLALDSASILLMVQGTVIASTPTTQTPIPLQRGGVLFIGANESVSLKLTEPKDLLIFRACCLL
#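 Technique: Diaphorase-driven resazurin-to-resorufin fluorescence, excitation 544, emission 590 nm | Assay system: Human PMI in coupled enzyme assay | Times: Enzyme reaction with compound 20 min at room temperature | Medium: HEPES-buffered pH 7.4 with magnesium and detergent | Reagent: Mannose-6-phosphate 1.0 mM (near-saturating) plus 0.22 mM NADP+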
# PMI activator: phosphomannose isomerase (human) activation. P34949. AID 1214. actives 0.005% (n = 190,000). activation factor at 20 µM. purified human PMI, coupled resazurin fluorescence, 20 min; stronger effect = higher value; 1 = vehicle control, 0 substrate-free wells;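 active = activation factor of 2 or more at 20 µM, relative to plate controls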
# Lmaj promast: Leishmania major promastigote growth inhibition. inhibition, % at 10 µM. AID 1063. Leishmania major promastigotes, resazurin fluorescence viability. actives 9% (n = 200,000); in the data active = inhibition above about 50%;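 also: promastigotes grown with compound for 44 hours at 28 °C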
# TNAP act hiacc: TNAP (human) activation, high acceptor; P05186; purified TNAP, CDP-star luminescence, 1 M DEA, 30 min; stronger effect = higher value; 0 = EDTA background, 1 = DMSO-only activity; activation factor at 20 µM; 200,000 tested, under 10 active;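 active = activation factor at least 2 at 20 µM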
#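 Assay system: human TNAP; Input: enzyme diluted 1/800 final; Reagent: CDP-star luminogenic substrate at 100 µM final; Timing: 30 min, room temperature; Signal: luminescence; Evaluation: TNAP activation factor scaled between EDTA and DMSO control wells.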
# bIAP act: intestinal alkaline phosphatase (bovine) activation | purified bovine IAP, CDP-star luminescence, 30 min; stronger effect = higher value; fold of DMSO-control signal, blank-subtracted | AID 1016 | activation factor at 20 µM | actives 0.17% (n = 200,000);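 active = activation factor of 2 or more at 20 µM, a signal rise over negative controls twice the positive control's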
# Diaphorase act: counter-screen for diaphorase-based assays: diaphorase activators and chemical reducers. Diaphorase/resazurin coupled assay, resorufin fluorescence, 16 min; stronger effect = higher value; 1 = vehicle wells, 0 = NADH-free wells. activation factor at 20 µM. actives 0.005% (n = 190,000);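 active = diaphorase activity raised at least twofold by the compound at 20 µM; inactive = activation factor below 2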
#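 Test system: Clostridium kluyveri diaphorase, purified enzyme; input: enzyme 0.07 U/mL final; buffer or medium: 50 mM HEPES pH 7.4 with 4.542 mM MgCl2, 0.005% Tween 20; also added: 0.114 mM NADH and 0.1 mM resazurin, final amounts; schedule: 16 min enzyme reaction, ambient temperature; technique: fluorescence of resorufin, 544 nm excitation, 590 nm emission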
# The depositor's hits bear a star; nt = no result given.
canonical_smiles,TNAP inh noacc,Diaphorase inh,TNAP inh hiacc,bIAP inhibitor,PMI act hi M6P,PMI activator,Lmaj promast,TNAP act hiacc,bIAP act,Diaphorase act
O=C(CSc1nnc(-c2ccc(F)cc2)o1)NC1CCCCC1,-11.4,13.8,-5.4,4.9,0.9,0.9,-9.7,1.1,1,0.9
O=C(CCN1CCN(Cc2ccccc2)CC1)Nc1cccc(Cl)c1,-13.3,14.8,-5.4,-2.8,1.1,1.1,89.0*,1.1,1,0.9
CC(=O)NC1=NN(C(C)=O)C2(CCCCC2)S1,-10.6,9.0,-3.2,13.8,1,1,-2.0,1,0.9,0.9
CCOC(=O)CNc1nc(C(C)(C)C)nc2c1nnn2Cc1ccccc1Cl,-17.5,24.8,-9.5,11.5,0.9,1,2.6,1.1,0.9,0.8
Cc1cc(NC(=O)Nc2ccc(F)cc2F)n(C)n1,1.7,-9.5,-4.7,-12.0,0.9,1,-14.3,1,1.1,1.1
O=C(CNC(=S)NC(=O)c1ccc(Cl)cc1)c1ccccc1,-9.0,-2.9,-5.2,-16.0,1.1,1,88.4*,1.1,1.2,1
c1ccc(-c2nc(-c3ccncc3)no2)cc1,-4.2,-1.8,0.3,-4.4,1.1,0.9,-2.0,1,1,1
COC(=O)/C(C#N)=C/c1ccc(C)o1,-17.1,8.2,-4.1,-3.4,1,1,-4.7,1,1,0.9
COc1ccc(Cn2c(=O)[nH]c3cc(C(=O)Nc4ccc(N5CCN(C)CC5)cc4)ccc32)cc1,-5.0,-5.3,-0.3,-18.8,0.9,0.9,-1.5,1,1.2,1.1
Cc1cc(C(=O)CN2C(=O)C(=O)N(CC(C)C)C2=O)c(C)n1-c1ccccc1F,-12.3,23.2,-4.5,-4.7,0.9,1,-10.0,1,1,0.8
O=C(NNC(=O)c1c(F)cccc1F)c1ccccc1-n1cccc1,-13.9,-4.0,-1.3,-17.3,1.1,1.1,-2.4,1,1.2,1
COc1ccccc1N1CCN(C(=O)CN(c2ccccc2OC)S(=O)(=O)c2ccccc2)CC1,-8.7,18.1,-4.9,4.1,1.1,1,1.6,1,1,0.8
Cc1ccc(NC(=O)C2C3CCCC2C3c2ccccc2)c(C)c1 (centres undefined),-12.2,4.6,3.1,15.8,1.1,0.9,83.8*,1,0.8,1
COc1ccc(OC)c(NC(=S)N(CCc2c(C)[nH]c3ccc(C)cc23)Cc2cccs2)c1,-5.3,12.8,2.4,9.8,0.8,0.9,84.0*,1,0.9,0.9
CC(=O)c1c(C)n(CC(=O)NCc2ccc3c(c2)OCO3)c2ccccc12,-8.3,20.0,-1.5,-5.0,0.9,0.9,2.5,1,1.1,0.8
Cc1cc(/C=N\NC(=O)COc2cccc3cccnc23)c(C)n1-c1ccccc1,-3.0,14.7,-5.5,8.3,0.9,1,5.0,1.1,0.9,0.9
CCCSc1n[nH]c(NC(C)=O)n1,95.6*,17.0,-1.1,0.0,1,1,-1.5,1,1,0.8
C=CCN1C(=O)/C(=C/c2cccs2)S/C1=N\S(=O)(=O)c1ccc(F)cc1,-11.7,11.2,-3.6,7.1,1,0.9,-4.8,1,0.9,0.9
CSCCC(NS(=O)(=O)c1c(Cl)cccc1Cl)C(=O)O (centres undefined),-10.1,7.8,-1.7,-4.8,1.1,0.9,3.9,1,1,0.9
Cc1cccc(NS(=O)(=O)c2ccc(NC(=O)CN(c3cc([N+](=O)[O-])ccc3C)S(C)(=O)=O)cc2)c1,-6.2,20.7,0.3,-6.5,0.9,0.9,11.5,1,1.1,0.8
CC(C)(C)NC(=S)NCc1ccco1,-16.9,26.3,-0.1,20.4,0.8,1.1,4.7,1,0.8,0.7
COc1cc(/C=C(\C#N)c2nc3ccccc3[nH]2)cc(OC)c1O,31.7,50.6*,40.2,46.7,0.7,0.9,7.6,0.6,0.5,0.5
Cc1nc2ncnn2c(C)c1CCC(=O)Oc1ccccc1,-15.7,5.8,-4.3,19.0,1,1,1.2,1,0.8,0.9
CCCCOC(=O)Nc1nnc(CCc2ccccc2)s1,-27.2,11.4,-4.0,0.7,1,0.9,-10.2,1,1,0.9
Cc1nn2c(-n3ccnc3)c3c(nc2c1-c1ccccc1)CCC3,-4.3,19.1,-4.9,9.1,1,1,6.5,1,0.9,0.8
CCOC(=O)c1c(-c2ccc(F)cc2)csc1NC(=O)c1c(-c2ccccc2)noc1C,-13.5,30.5,-2.8,-4.6,0.8,0.8,-0.5,1,1,0.7
COc1cccc(NS(=O)(=O)c2ccc(OC)c(OC)c2)c1,-10.7,17.9,-6.7,6.4,1,0.9,-4.9,1.1,0.9,0.8
CCC(=O)N(Cc1cc2c(C)cc(C)cc2[nH]c1=O)C1CCCCC1,-8.7,11.1,-5.6,-7.8,1,1,26.9,1.1,1.1,0.9
O=c1[nH][nH]c(=O)n1-c1ccccc1,-11.4,15.2,-7.6,14.5,1.1,1,-7.3,1.1,0.9,0.8
CCNC(=O)CC1C(=O)N(c2ccccc2)C(=O)N1CCc1ccc(OC)cc1 (centres undefined),-3.4,11.9,-6.2,-0.2,1.1,1.1,0.4,1.1,1,0.9

# Results in bIAP act and Diaphorase act, for some of the entries so far:
compound | bIAP act | Diaphorase act
CSCCC(NS(=O)(=O)c1c(Cl)cccc1Cl)C(=O)O (centres undefined) | 1 | 0.9
Cc1cccc(NS(=O)(=O)c2ccc(NC(=O)CN(c3cc([N+](=O)[O-])ccc3C)S(C)(=O)=O)cc2)c1 | 1.1 | 0.8

# Remaining list, next part.
canonical_smiles,TNAP inh noacc,Diaphorase inh,TNAP inh hiacc,bIAP inhibitor,PMI act hi M6P,PMI activator,Lmaj promast,TNAP act hiacc,bIAP act,Diaphorase act
CCN(CC)C(=O)CSc1ccccc1N,-6.0,18.6,-1.4,12.4,1,0.9,-2.7,1,0.9,0.8
CCOc1ccc(-c2cc(CCCC(=O)NCc3cccnc3)no2)cc1,-5.6,16.5,1.3,4.2,0.9,0.9,28.9,1,1,0.8
COC(=O)c1c(C)[nH]c(O)c1C=Nc1ccc(C(C)C)cc1,0.5,24.7,-0.7,2.8,1,1.1,-2.8,1,1,0.8
Cc1cccc(C(=O)Nc2nnc(-c3ccncc3)o2)c1,-32.8,0.9,0.2,-24.8,1,1,-4.4,1,1.2,1
CC(=C/c1ccco1)/C=N/NC(=O)CSc1nnc(SCc2ccc(C)cc2)s1,-21.2,39.6,-0.4,0.6,0.5,0.8,-8.3,1,1,0.6
COc1ccc(OCC(=O)N2CC3(C)CC2CC(C)(C)C3)cc1 (centres undefined),-3.8,10.6,-2.7,6.0,1,0.9,8.2,1,0.9,0.9
C/C(=N\N=C\c1ccccc1)c1nnn(-c2nonc2N)c1C,-9.3,4.1,0.5,12.9,1,1,1.5,1,0.9,1
O=Cc1ccccc1Oc1nc(N2CCOCC2)nc(N2CCOCC2)n1,-5.1,18.3,-2.7,-0.6,0.9,0.9,-6.4,1,1,0.8
COc1ccc(CNc2nc(NCc3ccc(OC)cc3)n(C(C)=O)n2)cc1,-17.2,18.9,-4.7,15.3,0.9,0.9,2.0,1,0.8,0.8
CCOc1ccc(NC(=O)N2CCC(c3nc4ccccc4o3)CC2)cc1,1.7,9.4,-3.3,3.8,1,1.1,8.2,1,1,0.9
Cc1nn(-c2ccccc2)c2nc(-c3ccccc3)cc(C(=O)N3CCOCC3)c12,-5.2,26.6,-7.4,4.0,0.9,0.9,40.4,1.1,1,0.7
CCCC(=O)Nc1nn(C)c2nc3cc(C)ccc3cc12,-12.7,28.0,-8.2,8.3,0.9,0.9,nt,1.1,0.9,0.7
O=S(=O)(c1ccccc1)c1cnn2c(C(F)(F)F)cc(-c3ccc(F)cc3)nc12,-4.6,2.7,-1.9,0.0,1.1,1.1,24.9,1,1,1
Cc1cc(Cl)ccc1OCCCC(=O)OCC(N)=O,-9.3,3.2,0.2,2.6,1,1,-5.8,1,1,1
Cc1cc(-c2csc(NCc3ccccc3)n2)c(C)n1C,-4.2,35.4,1.7,-18.9,1.3,1.3,16.4,1,1.2,0.6
COc1ccc2cc(C(C)=O)c(=O)oc2c1,-3.5,11.3,1.1,5.3,0.8,1,-5.2,1,0.9,0.9
COc1cc(-c2cc(N)n(S(=O)(=O)c3ccc(F)cc3)n2)cc(OC)c1OC,-2.0,13.5,-6.7,15.6,1,1,22.1,1.1,0.8,0.9
CC(C)C[C@H](NC(=O)OC(C)(C)C)C(=O)N/N=C/C1=Cc2ccccc2OC1C (some centres undefined),-11.2,30.9,-8.7,11.4,0.9,0.8,98.1*,1.1,0.9,0.7
COC(=O)c1cccc(NC(=O)CSc2nnnn2C)c1,-3.0,24.1,-3.2,15.5,0.9,0.9,-1.7,1,0.8,0.8
CC(=O)Nc1nc2nc(-c3ccccc3)cc(-c3ccccc3)n2n1,-5.3,-4.4,-2.7,4.9,1,1,-5.3,1,1,1
CCN(CC)S(=O)(=O)c1ccc(Cl)c(OC)c1,-3.2,11.7,-2.2,12.0,0.9,0.9,6.4,1,0.9,0.9
Cc1cc(C)nc(SCC(=O)N/N=C/c2cc(C)n(-c3ccccc3C)c2C)n1,-22.4,12.6,-1.7,-2.7,0.8,0.9,6.0,1,1,0.9
COc1ccc(C(C(=O)NC2CCCC2)N(Cc2cccs2)C(=O)c2ccn[nH]2)cc1OC (centres undefined),-60.8,30.8,-7.0,-130.6,0.9,0.9,-5.3,1.1,2.3*,0.7
O=S(=O)(Nc1nc2c(s1)CCCC2)c1ccc2ccccc2c1,-2.8,37.4,-7.0,9.9,0.9,0.8,0.0,1.1,0.9,0.6
CCn1cc([N+](=O)[O-])c(C(=O)N2N=C(c3cccc4ccccc34)CC2c2ccccc2O)n1 (centres undefined),-8.0,32.3,-6.3,28.9,0.8,0.8,74.0*,1.1,0.7,0.7
Cc1ccc(CC(=O)Nc2cccc(C#N)c2)cc1,-5.8,-2.0,-5.2,-11.1,1,1,-0.3,1.1,1.1,1
Cc1sc(/N=C/c2c(O)ccc3ccccc23)c(C#N)c1C,-15.6,9.7,-3.3,33.3,1,1.1,4.1,1,0.7,0.9
